mouse IAP activators: mouse intestinal phosphatase enzyme activation – biochemical, luminescence, single concentration, confirmation (AID 434970). activity change, negative = activation, % at 10 µM. 2.9% of 11,000 active. purified mouse IAP, CDP-Star luminescence, 30 min; stronger effect = lower value; in the data active = activity change below about -85%;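 also: percent relative to enzyme plus DMSO wells and wells without enzyme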
mouse IAP activators Fold change: also measured in mouse IAP activators; calls as there; activation factor; measured here: IAP activation factor; stronger effect = higher value;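 fold luminescence change scaled to plate control wells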
Starred values were filed as active, the others as inactive. Only part of the results is shown; rates above refer to the full screens.

The line under a structure holds: mouse IAP activators, mouse IAP activators Fold change
CCN1C(=O)[C@H]2[C@H]3CN=C(SCc4ccc(Cl)cc4)N3[C@@](C)(C(=O)OC)[C@H]2C1=O
  6, 0.94
CCOc1cc2nc(-c3ccc(OC)c(OC)c3)nc(NCCCN3CCOCC3)c2cc1OC
  -6, 1.1
CN(C)CCN1CCc2ccccc21
  4, 0.96
Cc1ccccc1-n1nnnc1SCc1ncc(-c2ccccc2)o1
  -3, 1
CCOP(=O)(OCC)c1nc(-c2ccc(C)cc2)oc1N1CCOCC1
  -7, 1.1
CCc1ccc(NC(=S)NC2CC3CCCC(C2)N3Cc2ccccc2)cc1 (stereo not drawn)
  -170*, 2.7*
O=C(COc1ccccc1)N[C@@H]1c2ccccc2CC[C@H]1OCc1ccccc1
  -32, 1.3
CC1=NN(C(C)C)C(=O)C1
  6, 0.94
O=C(Cc1ccccc1)NC1CCN(S(=O)(=O)c2cccc(F)c2)CC1
  3, 0.97
Cc1ccccc1N1C(S)=C(C#N)C(=O)NC1c1cccs1 (stereo not drawn)
  4, 0.96
COCCOC(=O)c1c(C)n(C)c2ccc(OC(=O)C3CC3)cc12
  -7, 1.1
CCOc1ccccc1CN1C(=O)c2ccccc2C1C(=O)NC(C)CC (stereo not drawn)
  4, 0.96
COc1ccc(C2C(C(=O)N3CCCCC3)c3ccccc3C(=O)N2C)cc1 (stereo not drawn)
  7, 0.93
Cc1ccc(NC(=O)Nc2cc(S(=O)(=O)N(C)C)ccc2C)cc1
  -84, 1.8
COc1ccc(CC(=O)NCc2cccs2)cc1
  4, 0.96
COc1ccccc1OCCNc1nc2c(c(=O)n(C)c(=O)n2C)n1C
  8, 0.92
O=[N+]([O-])c1ccccc1Nc1ccccc1
  6, 0.94
NC(=O)c1cn(-c2ccccc2)nc1-c1cccnc1
  -6, 1.1
CCOc1ccc(S(=O)(=O)N(C)c2ccc(OCC(=O)NCc3ccco3)cc2)cc1
  3, 0.97
CCCn1cc(S(=O)(=O)CC(=O)Nc2ccc(OCC)cc2)c2ccccc21
  2, 0.98
COc1cc(CN(CC(C)C)S(=O)(=O)c2ccccc2Br)cc(OC)c1
  -5, 1
CCOC(=O)C1=C(C2=CCCCC2)c2ccc(OC)cc2N(S(=O)(=O)C(F)(F)F)C1C(=O)OCC (stereo not drawn)
  7, 0.93
COC(=O)c1ccc(Cl)c(NC(=O)NC23CC4CC(CC(C4)C2)C3)c1
  -28, 1.3
O=S(=O)(c1ccc(Cl)s1)N1CCCc2cccc(O)c21
  -5, 1
O=C(Cn1c(=O)sc2ccccc21)Nc1ccc(S(=O)(=O)N2CCCCC2)cc1
  -40, 1.4
COc1ccc2oc(=O)c(-c3nc4ccccc4o3)cc2c1
  9, 0.91
COCCS(=O)(=O)N(Cc1ccccc1)[C@H](C(=O)OC)C(C)C
  1, 0.99
Cc1cc(C)n2c(SCC(=O)NCc3ccco3)nnc2n1
  -4, 1
O=C(Nc1nc(-c2cc(Cl)sc2Cl)cs1)c1ccc(Br)s1
  19, 0.81
COC(=O)C1CCN(C(=O)c2ccccc2NC(C)=O)CC1
  10, 0.9

Overlap with the part before: three compounds; new compounds follow.
The line under a structure holds: mouse IAP activators, mouse IAP activators Fold change
Cc1cc(C)n2c(SCC(=O)NCc3ccco3)nnc2n1
  -4, 1
O=C(Nc1nc(-c2cc(Cl)sc2Cl)cs1)c1ccc(Br)s1
  19, 0.81
COC(=O)C1CCN(C(=O)c2ccccc2NC(C)=O)CC1
  10, 0.9
COc1cc(C2CC(=O)Oc3ccc(C(C)(C)C)cc32)cc(OC)c1OC (stereo not drawn)
  -7, 1.1
COc1ccc(-c2nnc(-c3cc4c(ccc5ccccc54)oc3=O)o2)cc1
  11, 0.89
Cc1ccc(NCc2nnc(SCCN3CCCCC3)n2CC2CCCO2)c(C)c1 (stereo not drawn)
  -8, 1.1
COCCCNC(=O)C[C@H]1C[C@H](C(=O)N2CCOCC2)[C@@]2(C)c3[nH]c4ccc(Cl)cc4c3CCN2C1=O
  -1, 1
O=C(O)C(NC(=O)c1ccccc1)=C(Cl)Cl
  -3, 1
CCOC(=O)N1CCN(CCC(=O)Nc2ccc(OC)cc2)CC1
  -6, 1.1
O=C(COc1nnnc2ccccc12)N1CCCc2ccccc21
  -4, 1
N#C/C(=C\c1ccc(O)c(O)c1)C(=O)Nc1cccc2ncccc12
  76, 0.24
CC(NC(=O)Nc1ccc(Cl)c(Cl)c1)C(c1ccccc1)N1CCOCC1 (stereo not drawn)
  -221*, 3.2*
N=c1sccn1CC(=O)Nc1ccc2c(c1)CCC2
  7, 0.93
O=C1c2ccccc2[C@@H]2CC(O)C(O)CCN12 (stereo partly drawn)
  0, 1
COc1cccc(N2C(=O)Nc3ccccc3C2(O)C(=O)NCc2ccc3c(c2)OCO3)c1 (stereo not drawn)
  -7, 1.1
O=C(NCc1cccs1)C(NS(=O)(=O)c1cccc2nsnc12)c1ccccc1 (stereo not drawn)
  3, 0.97
COc1ccc(OC)c(NC(=O)CCNS(=O)(=O)c2cccs2)c1
  -1, 1
O=C(O)c1ccc(Oc2cccc([N+](=O)[O-])c2)cc1C(=O)O
  -3, 1
C[C@]12c3[nH]c4ccc(Cl)cc4c3CCN1C(=O)[C@@H](CC(=O)NCCN1CCOCC1)C[C@@H]2C(=O)N1CCOCC1
  5, 0.95
COc1ccc(-c2cccc(-c3cc(=O)oc4cc5c(cc34)OCO5)c2)cc1
  9, 0.91
Cc1cc(N2C(=O)C(=O)/C(=C(/O)c3ccc(F)cc3)C2c2ccc(Cl)cc2)no1 (stereo not drawn)
  -8, 1.1
Cc1[nH]nc(N=Cc2c(O)n(C)c(=O)n(C)c2=O)c1-c1ccccc1
  -2, 1
O=P(COc1ccccc1)(c1ccccc1)c1ccccc1
  -8, 1.1
CSCc1nc2sc(C(=O)Nc3nc(C)cs3)c(C)c2c(=O)[nH]1
  27, 0.73
COC(=O)[C@H](CCSC)NC(=O)Cn1cnc2c(NCc3ccccc3)ncnc21
  -4, 1
CC(=O)/C(C#N)=C1\NC(=O)C(Cc2ccc(C)c(C)c2)S1 (stereo not drawn)
  6, 0.94
COc1cc2c(cc1NC(=O)c1ccc(C(C)(C)C)cc1)CCCC2
  -5, 1.1
COc1ccc(NC(=O)Cn2c(=O)n(Cc3ccco3)c(=O)c3ccccc32)cc1
  -12, 1.1
CCOC(=O)N1CCC(NS(=O)(=O)c2cc3c(cc2Cl)NC(=O)CO3)CC1
  2, 0.98
CN1CCc2c(sc3c2c(=O)n(-c2ccc(Cl)cc2)c2nncn32)C1
  7, 0.93
Cc1cc(C)nc(-n2nc(C)cc2NC(=O)CNCc2ccccc2)n1
  -9, 1.1
COc1ccc(OCCCN2CCCC(C)C2)cc1 (stereo not drawn)
  5, 0.95
CCC(=O)Nc1cccc(-c2nnc(-c3cccc(NC(=O)CC)c3)o2)c1
  -18, 1.2

Quoted at random: 4 records from the list.
The line under a structure holds: mouse IAP activators, mouse IAP activators Fold change
CC(NC(=O)Nc1ccc(Cl)c(Cl)c1)C(c1ccccc1)N1CCOCC1 (stereo not drawn)
  -221*, 3.2*
CSCc1nc2sc(C(=O)Nc3nc(C)cs3)c(C)c2c(=O)[nH]1
  27, 0.73
COc1ccc(NC(=O)Cn2c(=O)n(Cc3ccco3)c(=O)c3ccccc32)cc1
  -12, 1.1
Cc1[nH]nc(N=Cc2c(O)n(C)c(=O)n(C)c2=O)c1-c1ccccc1
  -2, 1

Additional compounds follow.
The line under a structure holds: mouse IAP activators, mouse IAP activators Fold change
CCOC(=O)c1cc(=O)cc(C(=O)OCC)o1
  5, 0.95
Cc1noc(C)c1S(=O)(=O)Nc1ccc(C(=O)NC2CCCCCC2)cc1
  -7, 1.1
COc1cc(CN(C2CC2)S(=O)(=O)c2ccccc2Br)cc(OC)c1
  -7, 1.1
Cc1oc2c(c1C(=O)NC(Cc1c[nH]c3ccccc13)C(=O)O)CCCC2 (stereo not drawn)
  -6, 1.1
O=C1CCCC2=C1C(c1ccc(Cl)cc1)N1C(=O)CCSC1=N2 (stereo not drawn)
  8, 0.92
CCC(C)C(NC(=O)C1CCC(C)CC1)C(=O)NCc1ccccn1 (stereo not drawn)
  4, 0.96
CN(C)C(=O)CCc1ccc2c3c([nH]c2c1)[C@]1(C)[C@@H](C(=O)N2CCCCC2)C[C@H](CC(=O)NCCC2=CCCCC2)C(=O)N1CC3
  -1, 1
CCC(C)NC(=O)CN(c1ccc(OC)cc1)S(=O)(=O)c1ccc(NC(C)=O)cc1 (stereo not drawn)
  9, 0.91
Cc1nn(-c2ccccc2)c(Cl)c1C(=O)Nc1nnc(C2CCCC2)s1
  1, 0.99
O=C(CSc1nnc(-c2ccncc2)n1CC1CCCO1)Nc1nccs1 (stereo not drawn)
  -3, 1
CC(=O)c1ccc(N2CCN(C(=O)c3ccc(NC(=O)C4CCCO4)cc3)CC2)cc1 (stereo not drawn)
  0, 1
C=CCc1ccc(OCCCCN2CC(C)OC(C)C2)c(OC)c1 (stereo not drawn)
  6, 0.95
Cc1cccc([C@H]2[C@@H]3C=CC[C@@H](C)[C@@H]3C(=O)N2Cc2ccccc2)c1
  1, 0.99
Cc1cccc(NC(=S)NC2CC3CCCC(C2)N3CC(C)C)c1 (stereo not drawn)
  -145*, 2.4*
Cc1ccc(NC(=S)NC2CC3CCCC(C2)N3Cc2cccs2)cc1 (stereo not drawn)
  -57, 1.6
CC(=O)c1ccc(-c2cccc(-c3cc(=O)oc4ccc(C(C)(C)C)cc34)c2)cc1
  11, 0.89
Cc1ccc(CSc2nnc(-c3ccncc3)n2C)cc1
  5, 0.95
Cc1nn(C(=O)c2c([N+](=O)[O-])cnn2C)c(C)c1Cl
  -9, 1.1
Cc1ccc(N=C2NC(=O)CS2)cc1
  8, 0.93
Oc1cc(O)c2c(c1)OC(c1ccc(O)c(O)c1)C(O)C2 (stereo not drawn)
  84, 0.15
O=C(O)CCC(=O)Nc1ccccc1C(=O)Nc1ccccc1
  4, 0.96
CC1CCCCN1C(=O)Cn1c(=O)oc2ccccc21 (stereo not drawn)
  1, 0.99
COc1ccc(OC)c(C2C(C(=O)c3cccs3)=C(O)C(=O)N2CCN(C)C)c1 (stereo not drawn)
  5, 0.95
COc1ccc(Nc2cc(C(=O)NCCCN3CCOCC3)c3ccccc3n2)c(OC)c1
  5, 0.95
CCOc1ccc(C(=S)N2CCCC2)cc1
  5, 0.95
COc1ccc2[nH]c3c(c2c1)CCN1C(=O)C(CC(=O)NCCCN(C)C)C[C@H](C(=O)N2CCCCC2)[C@@]31CCc1ccccc1 (stereo partly drawn)
  -9, 1.1
O=C(CCN1C(=O)S/C(=C\c2ccccc2)C1=O)N1CCOCC1
  -4, 1
CC(C)N(C(=O)[C@H]1C[C@H](CC(=O)NCC23CC4CC(CC(C4)C2)C3)C(=O)N2CCc3c([nH]c4cc(CCC(=O)N(C)C)ccc34)[C@]12C)C(C)C
  -18, 1.2
CCOC(=O)C(C)Sc1nnc(-c2ccccc2O)n1-c1ccc(C)cc1 (stereo not drawn)
  -7, 1.1
CC(=O)c1ccc(-c2c(C)cc3oc(=O)cc(-c4ccccc4)c3c2C)cc1
  1, 0.99

Among those listed so far, these have bromine.
The line under a structure holds: mouse IAP activators, mouse IAP activators Fold change
COc1cc(CN(CC(C)C)S(=O)(=O)c2ccccc2Br)cc(OC)c1
  -5, 1
O=C(Nc1nc(-c2cc(Cl)sc2Cl)cs1)c1ccc(Br)s1
  19, 0.81
COc1cc(CN(C2CC2)S(=O)(=O)c2ccccc2Br)cc(OC)c1
  -7, 1.1

Record cards (already shown). Screens in order: mouse IAP activators	mouse IAP activators Fold change
Listed for `O=C(CSc1nnc(-c2ccncc2)n1CC1CCCO1)Nc1nccs1` (stereo not drawn) : -3	1
Listed for `Cc1cccc(NC(=S)NC2CC3CCCC(C2)N3CC(C)C)c1` (stereo not drawn) : -145*	2.4*

Next structures:
The line under a structure holds: mouse IAP activators, mouse IAP activators Fold change
COc1ccc(Cn2nnnc2C(c2cccs2)N2CCN(c3ccc([N+](=O)[O-])cc3)CC2)cc1 (stereo not drawn)
  13, 0.87
CC(C)(C)c1ccc(NC(=O)Nc2ccc(OCC(=O)N3CCOCC3)cc2)cc1
  -53, 1.5
COc1ccc(NC(=O)Nc2ccc3c(c2)C(=O)N([C@H](C)CO)C[C@H](C)[C@@H](CN(C)S(=O)(=O)c2ccc(OC)cc2)O3)cc1
  -77, 1.8
COc1cc2c(cc1OC)[C@@H](NC(=O)C(C)C)[C@H](O)C2
  3, 0.97
CCN=C(Nc1ccc2c(c1)OCO2)SC1CC(=O)N(c2ccc(OC)cc2)C1=O (stereo not drawn)
  -8, 1.1
Cn1nc(CC(=O)NCc2ccc(C(F)(F)F)cc2)c2ccccc2c1=O
  -4, 1
CCCCCCCCCC(=O)N[C@@H]1c2cc(OC)c(OC)cc2C[C@H]1O
  -25, 1.2
CCOc1nc(NCc2ccco2)nc(Nc2ccccc2F)n1
  4, 0.96
Cc1ccc(C)c(N2CCN(C(=O)CCc3nc(-c4ccccc4Cl)no3)CC2)c1
  2, 0.98
Cc1ccc(NC(=S)NCCSc2ccc(Cl)cc2)cc1
  -45, 1.5
CCCC(=O)Nc1nc2nc(-c3ccccc3)cc(-c3ccccc3)n2n1
  2, 0.98
CC(C)(C)NC(=O)CSc1nncn1NCc1ccccc1
  -15, 1.2
O=C1NC(=Nc2ccccc2)S/C1=C\C=C\c1ccco1
  72, 0.28

Screening results as filed in PubChem.
